# HCMV antiviral – human cytomegalovirus inhibition | activity change, negative = inhibition, % at 57.5 µM | HFF cells, HCMV-luciferase reporter, 72 h; stronger effect = lower value | AID 1259415 | actives 4.5% (n = 410,000); in the data active = activity change below about -60%; inconclusive = no clear call, values can overlap the other calls; inactive = above about -39%
#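 Cell-based, HFFs, 1000 cells/well, 16 h 37C; cpds in DMSO + HCMV-luc, MOI 1 PFU/cell; 72 h 37C; OneGlo luminescence after 5 min RT; norm. to buffer vs Salinomycin 10uM.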
# AMA1-RON2 inh – inhibitors of Plasmodium falciparum AMA1-RON2 interaction; AlphaScreen AMA1-biotinylated RON2 peptide binding; Potency, µM (highest dose often 58.2 µM), for the others: at the highest dose activity change, negative = inhibition, actives largely listed as inhibitors; actives 0.2% (n = 360,000); AID 720542;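 also: potency is read from the fitted curve at half-maximal effect; 0% = vehicle wells and -100% = peptide control; nearly all actives have a fitted effect of over 45% in size; some results filed as inactive show a strong effect at the top dose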
#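 AMA1 (3D7) with his tag at 25 nM final met compounds first, then biotinylated RON2 peptide at 25 nM; detection used donor plus acceptor beads, 10 µg/mL apiece, read by AlphaScreen after 30 min at room temperature.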
# AmpC inh detg – inhibitors of E. coli AmpC beta-lactamase with detergent; P00811; AmpC hydrolysis of nitrocefin, absorbance 480 nm, 0.01% Triton; Potency, µM (titrated, usually from 114 µM), for inactives: top-dose activity change, negative = inhibition, usual class: inhibitors; actives 0.041% (n = 370,000); AID 485294;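 also: potency is read from the fitted curve at half-maximal effect; 0% = no-compound wells and -100% = no-enzyme wells; nearly all actives have a fitted effect of over 25% in size; some results filed as inactive show a strong effect at the top dose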
# Target sequence (P00811 whole entry, looked up): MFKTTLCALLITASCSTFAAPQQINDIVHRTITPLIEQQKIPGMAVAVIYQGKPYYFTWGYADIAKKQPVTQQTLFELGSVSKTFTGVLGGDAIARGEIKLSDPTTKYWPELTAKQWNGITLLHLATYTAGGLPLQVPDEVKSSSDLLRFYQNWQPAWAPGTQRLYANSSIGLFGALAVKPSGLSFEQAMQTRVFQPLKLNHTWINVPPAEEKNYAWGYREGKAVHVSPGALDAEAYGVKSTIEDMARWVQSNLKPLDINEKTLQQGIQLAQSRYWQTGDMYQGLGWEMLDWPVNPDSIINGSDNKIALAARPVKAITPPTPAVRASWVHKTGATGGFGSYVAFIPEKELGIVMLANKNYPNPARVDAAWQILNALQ
#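 AmpC (5.3 nM in the dispensed reagent) in 20 mM phosphate pH 7.0 with 0.01% (detergent screen) or 0.0001% Triton X-100 was preincubated with compounds for 15 min at room temperature. Nitrocefin was then added from an 800 uM solution, and hydrolysis was followed at 480 nm.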
# Giardia FBPA inh – blocks Giardia fructose-bisphosphate aldolase activity; A8B2U2; purified Giardia FBPA; Potency, µM (highest dose often 59.6 µM), for inactives: at the top dose activity, negative = inhibition, hits mostly inhibitors; actives 0.71% (n = 290,000); AID 2451; also: potency is read from the fitted curve at half-maximal effect; nearly all actives have a fitted effect of over 55% in size
# Target sequence (A8B2U2 whole entry, looked up): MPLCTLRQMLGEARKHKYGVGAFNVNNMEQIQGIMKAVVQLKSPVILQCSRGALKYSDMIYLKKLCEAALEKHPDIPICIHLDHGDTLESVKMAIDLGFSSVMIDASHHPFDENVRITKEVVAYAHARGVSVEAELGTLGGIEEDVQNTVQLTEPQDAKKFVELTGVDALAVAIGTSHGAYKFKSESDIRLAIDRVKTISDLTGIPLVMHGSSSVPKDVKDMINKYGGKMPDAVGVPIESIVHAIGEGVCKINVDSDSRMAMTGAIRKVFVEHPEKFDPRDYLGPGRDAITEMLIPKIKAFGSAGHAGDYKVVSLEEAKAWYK
#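 40 nM FBPA preincubated 10 min at RT with compound (up to 57.5 uM final), then substrate plus GAPDH/TPI/NAD/arsenate coupling and diaphorase/resazurin added. Fluorescence read after 20 min at RT, 525/598 nm.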
# Sm TGR inh – S. mansoni TGR enzyme inhibition. Q962Y6. purified TGR, DTNB reduction, TNB absorbance 405 nm. Potency, µM (series often up to 114 µM), inactives show top-dose activity change, negative = inhibition, most hits filed as inhibitors. actives 3% (n = 360,000). AID 485364; also: potency is read from the fitted curve at half-maximal effect; nearly all actives have a fitted effect of over 60% in size
#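 TGR 20 nM + NADPH 100 uM (dispensed conc.), cpd preinc 15 min RT; start with NADPH (500 uM addition) then DTNB (15 mM addition). Kinetic TNB absorbance, 405 nm filter. Four-parameter Hill fit across titration.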
# HCV inhibitor – inhibitors of hepatitis C virus infection; Huh7.5.1 HCVcc-Cre infection, luciferase reporter, 44 h; actives 3.4% (n = 340,000); Potency, µM (series often up to 41.8 µM), for inactives: at the top dose activity change, negative = inhibition, usual class: inhibitors; also: potency is read from the fitted curve at half-maximal effect
#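 A cell-based infection assay in which seeded cells (1,000 per well) receive test compound after 4 h, are inoculated with HCVcc-Cre at approximately 0.5 moi, and are incubated 44 h before luminescence detection.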
# * marks the source's active call; other numbers are inactive results; ? = inconclusive; nt = no result given; & = joins results of further samples; [ ] = dose if it differs, or a comment. Unless noted, calls follow the shape of the dose curve; as a rule, active = well fitted curve in the direction sought with a large enough effect; inconclusive = small, poorly fitted or top-dose-only effect, or another doubt; inactive = no such curve, though single readings can be large; an effect the other way counts as inactive or inconclusive. Unless noted, % is scaled to controls: 0 for no effect and ±100 for the full control effect.
Compound	HCMV antiviral	HCV inhibitor	AMA1-RON2 inh	Giardia FBPA inh	Sm TGR inh	AmpC inh detg
CCOC(=O)c1c(C)[nH]c(C(=O)N(C)Cc2cccc(OC)c2OC)c1C	-33	?	-3%	0%	4%	-8%
COc1cccc(C(c2sc3nc(C)nn3c2O)N2CCc3ccccc3C2)c1 (stereo unspecified)	-4	?	3%	?	-4%	?
COc1ccc(OCC(O)CN2CCOCC2)cc1 (stereo unspecified)	20	2%	-3%	12%	1%	-14%
Cc1ccc(NNC(=O)C(=O)N2CCCCC2)cc1	58	-15%	0%	0%	-11%	?
Nc1nc2ccc(Cl)cc2[nH]1	78	0%	-5%	nt	nt	nt
COc1ccc(-n2c(C)nc3sc4c(c3c2=O)CCC4)cc1	-2	0%	-19%	2%	0%	-2%
O=c1c(S(=O)(=O)c2ccccc2)cn(Cc2ccccc2)c2cc(N3CCCC3)c(F)cc12	4	nt	nt	nt	22%	10%
CCOc1cc2c(cc1OCC)C(c1c(F)cccc1Cl)CC(=O)N2 (stereo unspecified)	-14	nt	nt	nt	-1%	3%
c1ccc(-c2oc3ncnc(NCCN4CCOCC4)c3c2-c2ccccc2)cc1	?	?	-14%	-12%	-31%	?
Cc1ccc(CCNC(=O)NCc2noc3ccc(C)cc23)cc1	-11	nt	nt	nt	-1%	3%
CC(Oc1ccc(Cl)cc1)/C(N)=N/O (stereo unspecified)	-31	20%	-22%	-5%	nt	9%
CNC(=O)NC(=O)C(C)OC(=O)c1oc2ccccc2c1CSc1ccc(Cl)cc1 (stereo unspecified)	-40	-1%	?	-7%	-20%	?
CCc1cccc(C)c1NC(=O)CN(C)C1=NS(=O)(=O)c2ccccc21	-5	11%	2%	nt	7%	7%
CN1CCN(C2CCN(Cc3ccc(O)c4ncccc34)CC2)CC1	-16	nt	nt	nt	1.6µM*	?
COc1ccc(OCC(=O)N2CCN(Cc3cccc(OC)c3OC)CC2)cc1	19	nt	nt	nt	8%	-10%
CCOc1ccc(-n2c(SCC(=O)N3CCCCC3)nc3c([nH]c4ccccc43)c2=O)cc1	-2	nt	nt	nt	8%	7%
O=C(O)CCc1nc2ccccc2n(CCc2ccccc2)c1=O	?	12%	1%	19%	40µM*	1%
CCOc1ccc(CCNC(=O)CCn2ccc3cc(S(=O)(=O)N4CCCC4)ccc32)cc1	-8	13µM*	-6%	4%	-2%	-4%
Cc1ccc2c(C)nc(Nc3nc(CSc4nc5ccccc5s4)cc(=O)[nH]3)nc2c1	?	?	-10%	nt	nt	nt
C=CCc1c(C)nc(C)nc1N/N=C/c1ccc([N+](=O)[O-])cc1	32	7%	-4%	?	2%	3%
Cc1ccc(S(=O)(=O)Nc2cccc(-c3cn4cccc(C)c4n3)c2)cc1	-14	nt	nt	nt	7%	-2%
CCN(CC)c1ccc(C(=O)OCC(=O)Nc2cccc(S(=O)(=O)NC3=NCCCCC3)c2)cc1	-34	?	-1%	6%	0%	-4%
CCNS(=O)(=O)c1ccc(NC(=O)c2c(-c3ccccc3)noc2C)cc1	9	-24%	3%	14%	9%	16%
CCOC(=O)CN1C(=O)/C(=C/c2ccc(Cl)cc2)Oc2ccccc21	-37	13%	-14%	0%	4%	-8%
COc1ccc(-n2nnnc2SCC(=O)NCCc2ccccc2)cc1	6	nt	nt	nt	-2%	-2%

# The closing 2 entries of the section above lead into the next:
Compound	HCMV antiviral	HCV inhibitor	AMA1-RON2 inh	Giardia FBPA inh	Sm TGR inh	AmpC inh detg
CCOC(=O)CN1C(=O)/C(=C/c2ccc(Cl)cc2)Oc2ccccc21	-37	13%	-14%	0%	4%	-8%
COc1ccc(-n2nnnc2SCC(=O)NCCc2ccccc2)cc1	6	nt	nt	nt	-2%	-2%
CC1(C)CN(c2ccc(-c3ccnc4ncnn34)cc2)C1=O	11	19%	2%	2%	-2%	6%
O=S(=O)(Nc1cccc(-c2ccc(N3CCCCC3)nn2)c1)c1cccs1	59	nt	nt	nt	8%	-9%
Cc1ccc(OCC(=O)Nc2cccc(-c3nnc(-c4ccccc4)o3)c2)cc1	121	?	4%	-1%	2%	?
N#Cc1c(NCCO)ccc([N+](=O)[O-])c1NCCO	2	0%	-11%	-4%	15%	7%
O=C(CSCc1ccccc1)Nc1ccccc1C(=O)Nc1ccc(C(=O)O)cc1	52	?	-12%	1%	3%	2%
Cc1ccc(S(=O)(=O)N(CC(=O)N/N=C/c2ccco2)Cc2ccccc2)cc1	-20	2%	3%	3%	-15%	-10%
Cc1cc(C)cc(NC(=O)COC(=O)c2cc(=O)[nH]c(=O)[nH]2)c1	7	17%	2%	0%	nt	1%
CC(C)Cn1c(=O)c2c(nc3n2CCS3)n(C)c1=O	-19	-29%	10%	-1%	20%	-11%
CCCc1c(C)nc(SCC(=O)C(C)(C)C)nc1OC(=O)N(C)C	-27	-4%	-8%	-3%	-1%	-2%
Cc1ccccc1OCCCC(=O)Nc1ccc(Br)cc1	3	?	34%[activator]	-4%	7%	?
CN(CC(=O)Nc1cccc(C(F)(F)F)c1)S(=O)(=O)c1ccc2[nH]c3c(c2c1)CCCC3	-28	nt	nt	nt	7%	10%
Cc1c(C)c2c(OCC(=O)NCc3ccccn3)cc3c(c2oc1=O)CCC(C)(C)O3	-11	-4%	6%	-13%	-7%	-6%
O=C(CSc1nnc2scc(-c3ccccc3)n12)Nc1nsc(-c2ccc(Cl)cc2)n1	-73*	6%	21%	nt	nt	nt
FC(F)(F)c1cc(-c2ccccc2)nc(NCC2CCCO2)n1 (stereo unspecified)	30	?	31%[activator]	0%	9%	-11%
Cc1cc(C)c(OCC(=O)Nc2ccc(S(=O)(=O)N3CCOCC3)cc2)c(C)c1	-12	nt	4%	nt	-9%	3%
O=C(CCN1C(=O)/C(=C/c2ccc(F)cc2)SC1=S)NCCc1cnc[nH]1	-15	1%	48%[activator]	nt	-4%	0%
O=C(O)c1cccc(N/C(=N\S(=O)(=O)c2ccccc2)c2ccccc2)c1	-38	15%	-5%	18%	7%	0%
C=CCNC(=O)c1cc(Cl)cc(Cl)c1	-39	4%	-6%	-1%	7%	-2%
CC(Cc1ccccc1)C(=O)N[C@@H](CO)Cc1ccccc1 (stereo partly specified)	2	17%	0%	7%&-3%	-13%	?
COc1ccccc1C(=O)NCCSc1c(C)[nH]c2ccccc12	-39	nt	nt	nt	2%	-6%
N#Cc1c(N)sc(=S)c2c1CCN(Cc1ccccc1)C2	nt	-26%	nt	1.3µM*	?	0%
Oc1ccccc1CNCC12CC3CC(CC(C3)C1)C2	-15	-22%	13%	-7%	5%	5%
O=Cc1cccn1-c1c(C(=O)O)cnn1-c1ccccc1	-28	-2%	1%	1%	2%	1%
Cc1cc(NC(=O)CN2C(=O)NC3(CCCCC3C)C2=O)no1 (stereo unspecified)	8	23%	10%	-5%	2%	-5%
COc1cc(OC)cc(C(=O)Nc2ccc(-c3nc4ccccc4s3)cc2C)c1	2	nt	nt	nt	0%	-5%
CN(C(=O)Cn1nc(Cc2cccnc2)c2ccccc2c1=O)c1cccc(C(F)(F)F)c1	?	nt	nt	nt	8%	12%
CCOc1ccc(NC(=O)CN(C)C(=O)c2ccccc2Cc2ccccc2)cc1OCC	15	-23%	-12%	nt	-2%	?
COc1ccc(N2Cc3cccc(C(=O)Nc4ccc(Cl)cc4)c3C2=O)cc1	-9	nt	nt	nt	0%	-14%
CCc1nc2nc(C)cc(Nc3ccc(OC)cc3)n2n1	-5	nt	nt	nt	-6%	-1%
COc1ccc(CC(=O)OCC(=O)c2c[nH]c3ccccc23)cc1	-2	?	5%	nt	-6%	5%
CCOC(=O)c1c(S(=O)(=O)N2CCN(c3ccc(C(C)=O)cc3)CC2)c(C)n(C)c1C	70	4%	-9%	10%	-5%	-11%
Cc1ccc(/C=N/n2c(COc3ccccc3)n[nH]c2=S)s1	-18	-12%	55%[activator]	14%	14%	18%
CCOC(=O)c1cnc(SCCc2ccccc2)nc1N	103	-18%	14%	nt	9%	-3%
CCc1ccc(/C=C\C(=O)N2CCCC2)cc1	?	20%	7%	nt	nt	nt
COc1ccc(-c2oc3ncn4nc(-c5ccccc5C)nc4c3c2-c2ccc(OC)cc2)cc1	12	nt	nt	nt	-9%	-9%
COc1ccccc1OCCNC(=O)C1CCN(C(C)=O)CC1	-26	18%	16%	12%	0%	?
CCN(CCCNC(=O)c1cn(CC)c2ccc(S(=O)(=O)N(C)C)cc2c1=O)c1cccc(C)c1	-3	-27%	4%	-21%	-11%	-7%
COc1ccc(N(CC(=O)NCc2ccc(C)cc2)S(=O)(=O)c2c(C)noc2C)cc1	?	16%	2%	nt	1%	2%
CCCn1nc(C(=O)NC2CCCCCC2)c2ccccc2c1=O	?	17%	18%[11.6 µM]	nt	-5%	1%
Cc1csc(NC(=O)CSc2nnc(-c3ccccn3)n2-c2ccc(C)c(C)c2)n1	34	23%	-7%	14%	-8%	?
COc1ccc(C(=O)NNC(=O)CSc2nnnn2C)cc1	?	6%	31%[activator]	0%	0%	-5%
Cc1ccc(NC(=O)CSc2ccc(-c3cccs3)nn2)cc1Cl	6	nt	nt	nt	-9%	-3%
N#CCCn1cc(C(=O)Nc2ccc([N+](=O)[O-])cc2)c(-c2ccc3c(c2)OCCO3)n1	-67*	-13%	-2%	-22%	-1%	16%
O=C1N[C@@H](Cc2ccccc2)C(=O)N2[C@H]1C[C@]1(Br)c3ccccc3N(S(=O)(=O)c3ccc(F)cc3)[C@H]21	-1	10%	-1%	nt	nt	nt
Cc1ccc(-c2nc3ccccc3[nH]2)cc1NC(=O)c1ccco1	117	3%	2%	-5%	-2%	-1%
O=C(/C=C/c1cccc(F)c1)Nc1cc(S(=O)(=O)N2CCOCC2)ccc1Cl	?	?	-12%	nt	nt	nt
CCn1nc(C(=O)NNC(=O)c2cc(Cl)ccc2OC)c2ccccc2c1=O	5	4%	110%[activator]	nt	-9%	-14%
CCC(C)NC(=O)CCc1c(C)nc2cc(-c3ccc(OC)cc3OC)nn2c1C (stereo unspecified)	-3	nt	nt	nt	-1%	5%
CCOc1ccc(N(CC(=O)NC2CCCC2)C(=O)CCC(=O)Nc2nccs2)cc1	3	-21%	-8%	8%	-1%	-12%
COc1ccc(OC)c(CN2CCC(C(=O)N3CCOCC3)CC2)c1	-32	30%[activator]	-12%	-4%	-6%	-12%

# Following part.
Compound	HCMV antiviral	HCV inhibitor	AMA1-RON2 inh	Giardia FBPA inh	Sm TGR inh	AmpC inh detg
COC(=O)CCc1cccc(CCC(=O)OC)c1	22	18%	6%	9%	1%	-15%
Cn1c(=O)n(C)c2cc([N+](=O)[O-])c(N3CCN(S(=O)(=O)c4ccc(C(C)(C)C)cc4)CC3)cc21	-94*	14µM*	-10%	-11%	1%	-14%
COC(=O)c1c(C(=O)OC)c(-c2ccc(Br)cc2)n2c1CS(=O)C2 (stereo unspecified)	-26	-11%	13%	-2%	6%	9%
Cc1ccc2oc(C(=O)N(C)Cc3ccon3)c(C)c2c1	76	-9%	4%	nt	2%	1%
